West Nile antiviral: inhibition of WNV-induced cytopathic effect – cell-based, CPE readout (AID 1621); West Nile virus-infected cells, CPE inhibition; higher % means a stronger effect; one-dose CPE inhibition, % at 10 µM; IC50 in µM for titrated hits; 290,000 tested, 0.02% active; in the data active = a potency from the dose series; inconclusive = CPE inhibition mostly from about 3.7% at the one dose, without a potency; inactive = the rest, 99 in 100 with CPE inhibition below about 2.2%; also: strong numbers were not always called active
human PMI inhibitors: human PMI inhibitors, high substrate, primary screen, biochemical, fluorescence intensity, high mannose 6-phosphate (AID 1220); inhibition, % at 20 µM; hits with a dose series show IC50 in µM; 190,000 tested, 0.66% active; recombinant PMI enzyme, coupled fluorescence intensity; higher % means a stronger effect
RSV antiviral HEp-2: RSV antiviral activity via CPE protection, HEp-2 cells, primary 10 µM value included (AID 2391) | HEp-2 cells, RSV-induced CPE inhibition; higher % means a stronger effect | CPE inhibition, % at 10 µM; hits with a dose series show IC50 in µM | 310,000 tested, 0.13% active; in the data active = a potency from the dose series; inconclusive = CPE inhibition mostly from about 23% at the one dose, without a potency; inactive = the rest, 99 in 100 with CPE inhibition below about 21%; also: strong numbers were not always called active
Large T inhibition: TAg ATPase/helicase activity blockers – biochemical (AID 1903). SV40 large T antigen ATPase/helicase inhibition assay; higher % means a stronger effect. one-dose inhibition, % at 20 µM; IC50 in µM for titrated hits. 310,000 tested, 0.39% active; in the data active = a potency from the dose series; inconclusive = inhibition mostly from about 32% at the one dose, without a potency; inactive = the rest, 99 in 100 with inhibition below about 32%; also: strong numbers were not always called active
TNAP activation fold: stimulation of alkaline phosphatase TNAP activity – biochemical, luminescent, no phosphate acceptor, uHTS, primary screen (AID 1001) | purified TNAP, luminescent activation assay, no phosphate acceptor; higher activation fold means a stronger effect | one-dose activation fold at 20 µM; EC50 in µM for titrated hits | 200,000 tested, 0.03% active; in the data active = activation fold from about 3, or a potency from the dose series; inactive = the rest, 99 in 100 with activation fold below about 1.6; also: many of its hits are not listed in these tables
PhoP inhibition: PhoP-dependent GFP reporter repression – Salmonella Typhimurium, primary screen (AID 1863); inhibition, % at 50 µM; hits with a dose series show IC50 in µM; 300,000 tested, 0.16% active; S. Typhimurium PhoP-regulated promoter GFP reporter, 4 h; higher % means a stronger effect;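 active = inhibition over 29.93%, a cutoff 3 SD above the screen mean, later confirmed by dose response; inconclusive = inhibition over 29.93% but no dose response follow-up; inactive = inhibition at most 29.93% or unconfirmed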;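 also: 0% = low Mg2+ inducing control and 100% = high Mg2+ repressing control; strong numbers were not always called active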
ER stress rescue: protection against thapsigargin-triggered cell killing – 384-well, CSM14.1, ATP luminescence, primary screen (AID 1222); 190,000 tested, under 10 active; cellular ATP content (survival), % at 20 µM, or EC50 in µM where a hit was titrated; CSM14.1 thapsigargin-induced death rescue, ATP luminescence; higher % means a stronger effect;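 active = EC50 below 50 µM in the dose-response confirmation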;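 also: death triggered by thapsigargin at about 15 µM added after 2 h compound pretreatment; cell ATP read after overnight thapsigargin exposure of roughly 18 to 22 hours; normalized against plate controls of thapsigargin alone and 5% DMSO vehicle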
Insulin prom up: MIN6 insulin promoter up-regulation. 190,000 tested, 0.3% active. MIN6 insulin promoter-GFP reporter, high-content imaging; hits give high values. z-score at 5 µM;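 active = z-score above 3 at 5 µM with at least 500 cells counted in the well; inconclusive = wells under 500 cells, flagged as cytotoxic or low count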
PMI inhibitors: MPI enzyme activity inhibition – biochemical, fluorescence intensity, coupled assay, primary screen (AID 1209); purified PMI enzyme, coupled fluorescence intensity; higher % means a stronger effect; 190,000 tested, 0.42% active; inhibition, % at 20 µM; hits with a dose series show IC50 in µM;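 also: plate controls were DMSO vehicle for no effect and wells lacking substrate for full effect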
Insulin prom up cell count: further read-out of Insulin prom up, marked with its call; cell count; measured here: cytotoxicity, nuclei count;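 total cells summed across four imaged fields per well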
The depositor's hits bear a star; u = inconclusive; x = not tested or not shown. Rule as the data show it, unless noted: active = inhibition above about 50%; inactive = the rest.

Values in the order – West Nile antiviral	human PMI inhibitors	RSV antiviral HEp-2	Large T inhibition	TNAP activation fold	PhoP inhibition	ER stress rescue	Insulin prom up	Insulin prom up cell count	PMI inhibitors
- O=C(CNC(=O)C1CCCCC1)NNC(=O)c1ccccc1Br
    0.1%	x	1.2%	9%	x	-7%	x	x	x	x
- CC(C)(C#N)Nn1cnnc1
    0.2%	4%	0.3%	7%	1.1	-1%	-0.9%	-0.09	766	4%
- COc1cc(CNc2ccc3c(c2)OCCO3)ccc1OCC(N)=O
    -0.2%	x	-0.8%	40µM*	1.1	5%	1.3%	0.59	1707	x
- O=c1c2ccccc2c(-c2ccc(F)cc2)nn1-c1ccc(C(F)(F)F)cc1
    0.0%	2%	1.2%	4%	1.1	-7%	3.0%	-1.4	1357	8%
- Cc1ccc2[nH]c(C)c(CCNC(=O)c3cc4cc([N+](=O)[O-])ccc4oc3=O)c2c1
    -0.5%	8%	7.2%	17%	1	-5%	2.9%	0.13	1491	16%
- Cn1cc(/C=C/c2cc[n+](C)cc2)c2cc(Cl)ccc21
    0.1%	x	6.2%	10%	x	-45%	x	x	x	x
- Clc1ccc(-c2nc(NCCCN3CCOCC3)c3ccccc3n2)cc1
    0.0%	x	-0.3%	15%	x	9%	x	-0.38	997	x
- Cc1ccccc1S(=O)(=O)Cc1ccc(C(=O)NCCN2CCN(Cc3ccccc3)CC2)o1
    -0.2%	5%	0.6%	7%	1.1	-3%	-3.4%	-0.71	1296	9%
- CC1CCCN(C(=O)C2CCN(c3nc(-c4ccccc4)nc4c3CCC4)CC2)C1 (stereo not given)
    -0.3%	x	3.6%	16%	x	6%	x	x	x	x
- Cc1cc(C)n(-c2cc(N3CCN(S(=O)(=O)c4ccc(C)c(C)c4)CC3)ccc2[N+](=O)[O-])n1
    -0.2%	6%	4.3%	15%	1	0%	4.1%	x	x	7%
- COC(=O)COc1ccc2c(=O)c(-c3ccccc3OC)coc2c1
    0.0%	-9%	1.5%	6%	1	-2%	-1.1%	0.13	1169	-15%
- COc1cccc(CN(C)CC(=O)Nc2cc3oc4ccccc4c3cc2OC)c1
    -1.2%	6%	19%	-3%	1.1	10%	-2.5%	0.57	1272	13%
- CC12CC(NC(=O)N1c1cccc(C(=O)Nc3ncn[nH]3)c1)c1ccccc1O2 (stereo not given)
    0.8%	11%	0.4%	16%	1.1	-3%	0.7%	1.1	1271	24%
- COc1cc2c(cc1NC(=O)c1cccnc1)oc1ccccc12
    0.9%	-2%	1.5%	19%	1.2	2%	-0.5%	-1.2	900	3%
- O=C1C2C(C(=O)N1c1ccncc1)C1C=CC2C12CC2 (stereo not given)
    -0.1%	4%	1.0%	3%	1.1	-11%	-1.0%	0.88	1169	-6%
- O=C(COC(=O)C1C2CC3OC(=O)C1C3C2)Nc1ccccc1 (stereo not given)
    0.2%	x	-0.7%	4%	x	0%	x	x	x	x
- COc1ccc([N+](=O)[O-])cc1N(CC(=O)NCCC1=CCCCC1)S(C)(=O)=O
    -1.0%	-7%	1.9%	4%	1	-11%	-0.1%	0.77	1331	-4%
- CC1=CS(=O)(=O)CC1Sc1nc2ccccc2[nH]1 (stereo not given)
    -0.6%	-26%	2.0%	23%	1.1	-11%	-4.4%	0.36	855	-17%
- COc1ccc(NC(=O)c2c(NC(=O)CCC(=O)O)sc3c2CCCCC3)cc1
    0.6%	-17%	11%	8%	1.1	-4%	0.7%	0.79	1472	-5%
- CCCNS(=O)(=O)c1ccc(OCC(=O)N(C)Cc2ccccc2)cc1
    0.2%	x	3.6%	5%	x	-13%	x	0.06	1127	x
- COc1ccc(C2(C)NC(=O)NC2=O)cc1OC (stereo not given)
    1.4%	x	0.7%	-2%	x	5%	x	x	x	x
- O=C(CCc1nnc(CCCc2ccccc2)o1)NCCN1CCOC1=O
    0.9%	x	0.3%	25%	1	-1%	1.6%	x	x	x
- COc1ccc(C(=O)CN2C(=O)NC(C)(c3ccc(C)cc3)C2=O)cc1OC (stereo not given)
    -0.2%	-6%	2.9%	9%	1.2	-9%	0.0%	-0.01	1301	1%
- COCOc1cc(O)c(C(=O)/C=C/c2ccccc2)c(OCOC)c1
    0.6%	x	4.9%	15%	x	5%	x	x	x	x
- COC(=O)CCn1nc(-c2ccc(Cl)cc2)c2ccccc2c1=O
    -0.9%	6%	5.7%	x	1	x	3.6%	-0.08	1696	10%
- CC(C)(C)c1ccc(/C=C/C(=O)N2CCc3ccccc3C2)cc1
    -0.3%	0%	8.4%	5%	1.1	22%	3.3%	x	x	-2%
- COC(=O)CN(c1ccccn1)S(=O)(=O)c1ccccc1
    0.4%	-8%	1.9%	6%	1	8%	-0.2%	1.1	1388	-4%
- O=C(CSC1=NCCS1)Nc1nc2c(s1)CCCC2
    1.1%	8%	3.7%	u	1.1	14%	-4.6%	x	x	12%
- O=C(COC(=O)CSc1cc(Cl)ccc1Cl)Nc1ncc(C(F)(F)F)cc1Cl
    0.2%	14%	-0.2%	6%	1	-16%	-1.8%	0.66	1452	17%
- COc1ccc(NC(=O)CCCn2cnc3ccccc3c2=O)cc1
    -0.4%	x	0.3%	-1%	x	24%	x	x	x	x

Single records (already shown).
Cc1ccccc1S(=O)(=O)Cc1ccc(C(=O)NCCN2CCN(Cc3ccccc3)CC2)o1 reads West Nile antiviral: -0.2%; human PMI inhibitors: 5%; RSV antiviral HEp-2: 0.6%; Large T inhibition: 7%; TNAP activation fold: 1.1; PhoP inhibition: -3%; ER stress rescue: -3.4%; Insulin prom up: -0.71; Insulin prom up cell count: 1296; PMI inhibitors: 9%
O=C(CNC(=O)C1CCCCC1)NNC(=O)c1ccccc1Br reads West Nile antiviral: 0.1%; human PMI inhibitors: x; RSV antiviral HEp-2: 1.2%; Large T inhibition: 9%; TNAP activation fold: x; PhoP inhibition: -7%; ER stress rescue: x; Insulin prom up: x; Insulin prom up cell count: x; PMI inhibitors: x

Returning to the listing, repeating the three entries before the break.
Values in the order – West Nile antiviral	human PMI inhibitors	RSV antiviral HEp-2	Large T inhibition	TNAP activation fold	PhoP inhibition	ER stress rescue	Insulin prom up	Insulin prom up cell count	PMI inhibitors
- O=C(CSC1=NCCS1)Nc1nc2c(s1)CCCC2
    1.1%	8%	3.7%	u	1.1	14%	-4.6%	x	x	12%
- O=C(COC(=O)CSc1cc(Cl)ccc1Cl)Nc1ncc(C(F)(F)F)cc1Cl
    0.2%	14%	-0.2%	6%	1	-16%	-1.8%	0.66	1452	17%
- COc1ccc(NC(=O)CCCn2cnc3ccccc3c2=O)cc1
    -0.4%	x	0.3%	-1%	x	24%	x	x	x	x
- COc1ccc(NC(=S)N(CCCN2CCCCCC2)Cc2cccs2)cc1
    -1.3%	7%	-0.6%	6%	1.1	-2%	0.1%	0.28	1303	5%
- COCc1cc(C)nc(SCC(=O)Nc2ccc3[nH]c(=O)[nH]c3c2)c1C#N
    -0.3%	x	-0.4%	3%	x	-5%	x	x	x	x
- Cn1c(SCc2nc3cc(C(=O)O)ccc3c(=O)[nH]2)nnc1C(F)(F)F
    0.2%	-26%	0.9%	3%	1	4%	-1.6%	0.5	1610	-24%
- c1cc2c(cc1-c1csc(NNC3=NCCCCC3)n1)OCCO2
    -0.1%	-47%	5.6%	25%	1.5	2%	-0.6%	-1.1	1284	-21%
- O=C(Nc1ccnn1C1CCN(CC2CC=CCC2)CC1)c1ccccc1Cl (stereo not given)
    -0.9%	x	-0.9%	9%	x	1%	x	x	x	x
- Clc1ccc2nc3c4ccccc4cnn3c2c1
    -0.6%	4%	3.5%	6%	1	-12%	-1.8%	0.11	1317	-2%
- Cc1ccc(S(=O)(=O)NCC(=O)N/N=C/c2ccc(Cl)cc2)cc1
    -0.9%	-7%	2.7%	11%	1	2%	-3.2%	0.41	1003	0%
- CCCCCCNS(=O)(=O)c1ccc(Cl)s1
    -0.9%	13%	6.7%	2%	1.1	1%	-3.2%	0.4	1146	18%
- COC(=O)c1[nH]c(C)c(/C(O)=C2\C(=O)C(=O)N(CCN(C)C)C2c2ccco2)c1C (stereo not given)
    0.6%	-15%	0.3%	8%	1.1	3%	-1.6%	x	x	-27%
- CC1CCCCC1NC(=O)/C(C#N)=C/c1ccccc1F (stereo not given)
    1.9%	-9%	50%	7%	0.9	10%	-2.3%	-0.39	1324	-13%
- COC(=O)C(C)(C)ONC(=O)Nc1ccccc1[N+](=O)[O-]
    0.0%	-6%	1.0%	18%	1.1	-2%	-0.5%	0.23	1317	-4%
- Cc1noc(C)c1CSc1ncnc2sc3c(c12)CCC3
    -0.7%	6%	x	-1%	1.2	2%	-0.6%	-0.46	982	5%
- CCOC(=O)c1c(NC(=O)Cn2nc(C(=O)O)c3ccccc3c2=O)sc(C)c1C
    -0.8%	x	15%	15%	x	-5%	x	0.01	1420	x
- Cc1ccccc1NC(=S)Nc1ccc2cn[nH]c2c1
    1.0%	61%*	1.2%	1%	1.1	9%	1.5%	0.22	1156	27%
- CC(C)C(NC(=O)c1ccc(C(C)(C)C)cc1)C(=O)N1CCCC1 (stereo not given)
    -1.0%	x	0.6%	3%	x	9%	x	x	x	x
- COc1ccc(C2CC(=O)C3=C(C2)Nc2ccccc2N(C(=O)CCC(=O)O)C3c2ccc(F)cc2)cc1 (stereo not given)
    -0.1%	x	0.8%	10%	x	-1%	x	0.53	1433	x
- CC(C)c1ccc(CNn2cnnc2)cc1
    -1.1%	x	-0.3%	1%	x	1%	x	x	x	x
- CN1C(C(=O)Nc2ccccn2)=C(O)c2sc(Cl)cc2S1(=O)=O
    -0.1%	x	1.6%	15%	x	-4%	x	x	x	x
- COc1cccc(NS(=O)(=O)c2ccc(-c3coc(C)n3)cc2)c1
    -1.6%	x	12%	7%	x	-4%	x	x	x	x
- CCOC(=O)C1(CCCc2ccccc2)CCN(C(=O)COC)CC1
    -0.3%	x	1.7%	5%	x	-1%	x	-0.12	1064	x
- Cc1nn(Cc2ccc(Cl)cc2)c(C)c1NC(=O)c1ccc([N+](=O)[O-])cc1
    -0.3%	3%	17%	-3%	1.1	-4%	0.7%	-0.17	1590	0%
- Cc1nc2ccccc2c(=O)n1/N=C/c1ccco1
    0.6%	1%	2.7%	8%	1.1	-4%	-1.5%	0.49	1730	-7%
- COc1ccc(C2C(C#N)=C(N)OC3=C2C(=O)CC(C)(C)C3)cc1 (stereo not given)
    1.1%	11%	-0.7%	23%	1	4%	1.1%	-0.23	1558	10%
- Cn1nc(C(=O)N2CCCCC2)c2c1-c1ccccc1S(=O)(=O)C2
    0.1%	x	0.3%	8%	x	9%	x	x	x	x
